High-throughput results as filed in PubChem BioAssay.
aSyn 5UTR inh – 5' untranslated region of α-synuclein, MLPCN primary screen | alpha-synuclein 5'UTR reporter, inhibitor activity | inhibition, % (tested at 7.5 µM) | 0.82% of 300,000 active | AID 1813; in the data active means inhibition above about 60%; inconclusive means no clear call, values can overlap the other calls;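 further: H4 neuroglioblastoma cells stably carrying SNCA 5'UTR luciferase fusion; 0% = DMSO wells and 100% = positive control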
AI-2 QS mod – Vibrio harveyi AI-2 quorum sensing modulation | Vibrio harveyi JMH597 AI-2 luminescence/OD600 ratio, 9 h; stronger effect = lower value; strain lacks LuxN and CqsS sensors; 0 = neutral-control median | AID 2094 | 0.4% of 300,000 active | activity change, % at 7.5 µM; in the data active means activity change below about -75%, passing the limit was not always enough; inconclusive means no clear call, values can overlap the other calls;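 further: luminescence divided by OD600 gain over 9 h not by final OD600 alone; inactives centre near 13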
Platelet DG rel – modulates dense granule release in human platelets | human platelet-rich plasma, SFLLRN dense granule ATP release, luminescence | inhibition, %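 (compounds screened at 7.5 µM in platelet-rich plasma)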 | 0.22% of 300,000 active;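 active means mean replicate score, as percent of positive control, at or above 50; inconclusive means mean below 50 but at least one replicate at or above 50; inactive means mean and every replicate below 50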
IEC-6 tox – IEC-6 cytotoxicity, counter-screen for KLF5 inhibitors. luminescence viability. inhibition, % at 5 µM. 0.78% of 290,000 active. AID 1825; in the data active means inhibition above about 22%;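 further: 0% = plate median of test compound wells and 100% = cytotoxic reference compound wells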
HDAC3 inhib – inhibitors of human histone deacetylase 3 | AID 2718 | 0.15% of 320,000 active | O15379 | inhibition, % at 8.3 µM | recombinant HDAC3, fluorogenic peptide/trypsin coupled, fluorescence; in the data active means inhibition above about 26%, passing the limit was not always enough; inconclusive means no clear call, values can overlap the other calls
Target sequence (O15379 whole entry, looked up): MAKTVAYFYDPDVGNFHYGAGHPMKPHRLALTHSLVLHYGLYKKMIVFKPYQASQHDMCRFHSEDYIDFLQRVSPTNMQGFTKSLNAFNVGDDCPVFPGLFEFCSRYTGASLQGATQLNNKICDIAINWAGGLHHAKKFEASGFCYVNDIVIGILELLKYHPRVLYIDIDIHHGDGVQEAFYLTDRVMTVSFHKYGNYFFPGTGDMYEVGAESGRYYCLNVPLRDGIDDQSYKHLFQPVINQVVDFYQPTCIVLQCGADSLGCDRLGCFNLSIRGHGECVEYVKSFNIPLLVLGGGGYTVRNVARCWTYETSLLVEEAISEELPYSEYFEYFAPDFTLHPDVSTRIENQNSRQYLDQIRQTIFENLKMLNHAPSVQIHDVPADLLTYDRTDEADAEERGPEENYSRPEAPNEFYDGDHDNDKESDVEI
HSP90 inh – blocks HSP90-mediated luciferase refolding in reticulocyte lysate; Rabbit reticulocyte lysate, luciferase refolding luminescence, 3 h; inhibition, % at 5.6 µM; 0.91% of 290,000 active; AID 1789;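 active means inhibition above the screen-wide mean plus 3 SD, computed separately per campaign, cut at about 16% in these data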;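 further: 0% = DMSO wells and 100% = 60 µM geldanamycin wells; inhibitors lower the luminescence because luciferase stays unfolded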
HSF1 activator – increases HSF-1 driven luciferase reporter signal | activation, % at 9 µM | NIH3T3-HGL HSF-1 luciferase reporter, MG132, 8 h; 100% = twice DMSO control signal | 1.7% of 300,000 active;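 active means mean replicate activation of at least 50% with a set share of replicates each reaching 50%; inconclusive means only one of those two conditions met; inactive means mean below 50% and too few replicates reaching it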;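 further: 0% = median of the neutral control wells and 100% = twice that signal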
HIF activator – HIF pathway transcriptional activation; U2OS HRE-luciferase reporter, luminescence; normalized: DMSO 0%, desferrioxamine 100%; activation, % at 7.5 µM (by protocol); 0.32% of 300,000 active; AID 1910;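 active means mean activation of at least 10% of the iron chelator positive control signal, with at least half of replicates also reaching 10%; inconclusive means mean and replicate majority disagree about reaching 10%; inactive means mean and most replicates under 10%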
KLF5 inh – kruppel-like factor 5 inhibition; inhibition, % at 5 µM; 0.23% of 290,000 active; AID 1700; DLD-1 KLF5 promoter-luciferase reporter, luminescence;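 active means inhibition above a per-plate limit of that plate's mean compound inhibition plus 3 SD, cut at about 60% in these data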;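 further: 0% = DMSO wells and 100% = LY294002 at 200 µM; higher means less KLF5 promoter-driven luciferase light; inactives centre near -14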
HSF1 inhib – HSF1 inhibition | NIH3T3-HGL HSE-luciferase, MG132-induced, luminescence 8 h; stronger effect = lower value | activity change, negative = inhibition, % at 7.5 µM (by protocol) | 0.77% of 300,000 active;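 active means more than half of replicate wells show activity change below -50%, luminescence cut by over half; inconclusive means some wells, but at most half, below -50%; inactive means no replicate well below -50%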;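 further: luciferase reports HSF-1 transcriptional activity via heat shock element; 0% = median of DMSO wells and -100% = zero luminescence signal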
Active calls of the source: *; u = inconclusive; x = no result given.

SMILES	aSyn 5UTR inh	AI-2 QS mod	Platelet DG rel	IEC-6 tox	HDAC3 inhib	HSP90 inh	HSF1 activator	HIF activator	KLF5 inh	HSF1 inhib
O=C(/C=C/c1ccco1)Nc1cc(Cl)ccc1C(=O)O	0	-4	-6	-8	2	-1	22	0.1	-16	-1
CC1CN(C(=O)CCC(=O)NC2CCN(Cc3ccccc3)CC2)c2ccccc2O1 (stereo not drawn)	7	17	-8	-5	1	-3	-12	-0.2	-7	-7
C=CCNc1ncnc2ccc(Br)cc12	18	13	3	-5	9	-4	9	0.9	-18	-13
COc1ccc(OC)c(NC(=O)CSc2nnc3ccc(-c4ccccn4)nn23)c1	11	16	4	x	x	x	-5	-0.1	x	2
Cc1ccc(C)c(Oc2coc3cc(O)ccc3c2=O)c1	5	-25	-1	-5	-19	3	-3	-0.6	-33	6
O=C(Nc1ccc(F)cc1)Nc1ccc2ccccc2n1	-106	23	-3	12	1	0	15	0.5	-66	1
CCCc1cc(=O)oc2cc(C)cc(OCC(=O)N[C@@H](CSCc3ccccc3)C(=O)O)c12	-3	28	-2	-6	-8	-3	-1	-0.1	-11	2
COc1cc(SC)ccc1C(=O)OCC(=O)NCCNC(=O)COC(=O)c1ccc(SC)cc1OC	-3	31	-2	5	1	-3	-8	0.0	-1	-3
COCCNC(=O)c1ccc(C)c(NC(=O)C2=C(C)OCCS2)c1	-10	24	1	6	14	-5	10	-0.7	4	3
Cc1ncc(CO)c(/C=N/NC(=O)c2cccc(S(=O)(=O)N3CCCC3)c2)c1O	2	39	-3	x	3	x	-5	-1.4	x	-3
COc1ccccc1NC(=S)N(Cc1ccccc1)Cc1cccs1	2	36	1	-7	2	-2	13	0.5	-16	13
COC(=O)CC1C(=O)NCCN1C(=O)Nc1ccc(Cl)c(Cl)c1 (stereo not drawn)	13	-2	-7	0	-8	1	1	0.0	-17	1
O=C1/C(=C\c2ccc(O)c(O)c2)N=C2CCCCCN12	-10	35	10	2	2	-3	2	0.5	-24	7
CCN(CCCNC(=O)C1CCCN(S(=O)(=O)c2cnc[nH]2)C1)c1ccccc1 (stereo not drawn)	7	16	7	4	1	2	10	x	12	0
CCOC(=O)c1cnc2c(N=Nc3ccccc3)c(N)nn2c1N	-22	26	0	3	7	3	-30	0.9	-43	-16
O=C(CC1C(=O)NCCN1Cc1ccccc1)NC1CCCCCC1 (stereo not drawn)	-4	14	-7	-1	7	-1	21	0.1	17	1
CC1CCc2c(nc3ncnn3c2Nc2ccc(OC(F)(F)F)cc2)C1 (stereo not drawn)	1	15	2	5	9	-1	-3	-0.4	-25	-1
Cc1cc(C)nc(NC(=O)C(c2ccccc2)c2ccccc2)c1	5	9	17	-4	-8	3	-11	-0.9	-2	-1
Cc1ccc(C(=O)CC(=O)c2ccc(C(C)(C)C)cc2)cc1	-113	2	-1	-2	4	2	1	1.1	-25	-1
Cc1cccc(C(=O)Nc2ccc(C(=O)/C=C/c3cccnc3)cc2)c1	-98	0	-29	0	1	0	163*	5.4	-28	120
COc1cccc2sc(Nc3nc(-c4ccccn4)cs3)nc12	52	9	0	89*	-2	-1	128*	94*	25	100
COC(=O)c1ccc(Cn2nnc3ccccc32)cc1	10	x	3	0	-5	1	5	-0.2	7	8
Cc1cc(NC(=O)CCCn2nc([N+](=O)[O-])c(Br)c2C)no1	-1	12	-2	-2	-4	-3	-12	0.0	-17	0
COC(=O)c1ccccc1C(=O)c1cccc2ccccc12	9	30	-3	6	-1	2	5	-1.0	-18	1
Nc1c(N2CCN(c3ccccc3)CC2)c2ccccc2oc1=O	-41	x	17	-4	4	0	-17	1.4	-1	-19

A different layout for part of the listing above.
C=CCNc1ncnc2ccc(Br)cc12
  aSyn 5UTR inh = 18
  AI-2 QS mod = 13
  Platelet DG rel = 3
  IEC-6 tox = -5
  HDAC3 inhib = 9
  HSP90 inh = -4
  HSF1 activator = 9
  HIF activator = 0.9
  KLF5 inh = -18
  HSF1 inhib = -13

COc1ccc(OC)c(NC(=O)CSc2nnc3ccc(-c4ccccn4)nn23)c1
  aSyn 5UTR inh = 11
  AI-2 QS mod = 16
  Platelet DG rel = 4
  IEC-6 tox = x
  HDAC3 inhib = x
  HSP90 inh = x
  HSF1 activator = -5
  HIF activator = -0.1
  KLF5 inh = x
  HSF1 inhib = 2

Additional entries:
SMILES	aSyn 5UTR inh	AI-2 QS mod	Platelet DG rel	IEC-6 tox	HDAC3 inhib	HSP90 inh	HSF1 activator	HIF activator	KLF5 inh	HSF1 inhib
Cc1ccc(NC(=O)c2sc3nc(C)cc(C)c3c2N)cc1	-75	21	-2	0	-3	-3	23	2.2	-249	14
O=C(CCCC1=NS(=O)(=O)c2ccccc2N1)N1CCN(c2ccccc2)CC1	11	3	-6	4	3	-1	u	0.2	-25	10
CON(c1nc(Cl)nc(N(C)C)n1)S(=O)(=O)c1ccccc1Cl	-21	5	-3	5	0	2	1	0.3	-24	-5
COC(CNC(=O)CN1CCN(Cc2ccccc2F)C1=O)OC	3	23	-2	3	-2	-1	11	-14	-8	-5
O=C(NCCc1ccccc1)c1ccccc1F	-22	15	-2	0	-9	8	32	0.2	-214	18
Cc1ccc(SC/C(O)=C(\C#N)c2nc3ccccc3n2C)cc1	-60	28	-1	1	0	-4	32	0.8	-13	28
O=C(Nc1ccccc1C(F)(F)F)N1CCN(c2ccccn2)CC1	-4	8	6	5	0	-2	-12	-0.8	-11	-2
CN(C)S(=O)(=O)c1ccc(C(=O)NNC(=O)C2COc3ccccc3O2)cc1 (stereo not drawn)	7	-36	-8	-2	-2	-1	-1	-0.1	4	-8
COCCSc1ccccc1C(=O)Nc1ccc(Br)cc1	-8	46	-9	0	1	-1	2	-0.9	-15	-6
Cc1ccnc2nc(C(=O)N3CCN(S(=O)(=O)c4ccccc4)CC3)nn12	17	9	-9	-2	2	-4	8	-0.1	-23	-1
OC(COc1ccc(CN2CCSCC2)cc1)CN1CCCCC1 (stereo not drawn)	6	-19	-3	0	13	1	9	-0.2	9	-3
CN(c1ccc(C(=O)NC2CCCC2)cc1)S(=O)(=O)c1ccccc1	15	4	-3	3	4	-3	16	-0.1	-39	3
Nn1c(-c2cccc(Br)c2)n[nH]c1=S	-5	16	11	-6	0	-2	-64	0.0	3	-54*
CCCc1cc(=O)[nH]c(Nc2cc(OC)ccc2OC)n1	-1	0	8	-2	1	-2	-12	0.0	-38	-7
O=C(CCCOc1cccc(Br)c1)NC1CCC(O)CC1 (stereo not drawn)	5	8	-4	-2	-1	0	8	-0.7	-29	2
CCCCNc1c(N)n(CCCC)c(=O)[nH]c1=O	8	10	6	0	-5	3	20	-0.2	-45	-11
O=C(COC(=O)c1cccc(S(=O)(=O)N2CCN(c3ccccc3)CC2)c1)NCc1ccco1	-10	16	-2	-3	-3	4	15	-0.1	1	1
O=C(Cc1nc2ccccc2[nH]1)c1ccc(Br)cc1	-190	10	4	12	x	4	101*	3.4	-26	49
CCOC(=O)N1CCC(NC(=O)C2CCN(S(=O)(=O)c3c(C)noc3C)CC2)CC1	6	23	-2	2	1	2	-5	-0.6	-5	-7
COCCCn1c(C(=O)NCCN2CCOCC2)cc2c(=O)n3cccc(C)c3nc21	-13	3	-3	7	x	1	-13	-0.3	-40	-6
COc1ccc(N(CC(=O)Nc2cccnc2)S(C)(=O)=O)cc1	2	6	-2	3	2	1	-6	-0.2	-18	-3
O=C1C=C(NCc2ccc(Cl)c(Cl)c2)CC1	-6	34	2	-3	3	-4	3	0.1	9	5
O=S(=O)(O)c1cc(O)c2c(O)c(N=Nc3cc(Cl)ccc3O)c(S(=O)(=O)O)cc2c1	45	23	16	-10	6	-1	-23	-5.1	-10	-13
O=C(CCCn1cc([N+](=O)[O-])cn1)N1CCCCC1	-32	12	5	2	5	-1	3	-0.3	-24	1
Cc1cnc(C(=O)OCC(=O)N=c2sccn2Cc2ccccc2Cl)cn1	-2	19	22	-2	2	4	6	-0.6	-17	-1

Complete entries, looked up by structure. Order of values: aSyn 5UTR inh	AI-2 QS mod	Platelet DG rel	IEC-6 tox	HDAC3 inhib	HSP90 inh	HSF1 activator	HIF activator	KLF5 inh	HSF1 inhib
Results for CCN(CCCNC(=O)C1CCCN(S(=O)(=O)c2cnc[nH]2)C1)c1ccccc1 (stereo not drawn) → 7	16	7	4	1	2	10	x	12	0
Results for Cc1cc(NC(=O)CCCn2nc([N+](=O)[O-])c(Br)c2C)no1 → -1	12	-2	-2	-4	-3	-12	0.0	-17	0
Results for O=C(Nc1ccc(F)cc1)Nc1ccc2ccccc2n1 → -106	23	-3	12	1	0	15	0.5	-66	1
Results for CCCCNc1c(N)n(CCCC)c(=O)[nH]c1=O → 8	10	6	0	-5	3	20	-0.2	-45	-11

Next section:
SMILES	aSyn 5UTR inh	AI-2 QS mod	Platelet DG rel	IEC-6 tox	HDAC3 inhib	HSP90 inh	HSF1 activator	HIF activator	KLF5 inh	HSF1 inhib
O=C(COc1ccccc1)N1CCCCCCC1	-2	23	4	-9	-13	-4	-15	-2.3	-4	-1
CN1Cc2ccccc2CC1CNCc1c(C(=O)N2CCCC2)nc2ccccn12 (stereo not drawn)	-4	17	16	-2	6	3	-7	0.1	9	3
COC(=O)c1ccc(COC(=O)C2CCN(S(=O)(=O)c3c(Cl)cccc3Cl)CC2)o1	1	23	-4	x	4	x	-1	0.6	x	6
CSc1oc(-c2ccc(F)cc2)nc1S(=O)(=O)c1ccccc1	1	15	4	-2	1	-3	-4	0.4	-12	4
Cc1ccc(S(=O)(=O)N2CCN(C(=O)CCC(=O)OCC(=O)Nc3cccc(C#N)c3)CC2)cc1	2	3	-1	2	-3	0	40	-1.0	5	13
CCOc1ccc(C(OC(=O)c2ccco2)C(=O)NCc2ccc(C)cc2)cc1 (stereo not drawn)	-8	11	0	-2	x	0	7	0.7	14	-2
CC(=O)Nc1cc2c(cc1C(=O)c1ccccc1)OCCO2	22	19	-3	-3	-2	1	-5	-0.2	-3	-1
COc1ccc(CN2CCN(c3cc(C)nc4c5c(C)cc(C)nc5nn34)CC2)cc1F	-13	24	-1	x	-82	x	-2	0.5	x	-6
Cc1ccc(-n2nc3c(Cl)nnc(C)c3c2C)cc1	22	13	0	1	2	0	11	-1.1	-22	1

5 entries drawn at random from those above, as already listed:
SMILES	aSyn 5UTR inh	AI-2 QS mod	Platelet DG rel	IEC-6 tox	HDAC3 inhib	HSP90 inh	HSF1 activator	HIF activator	KLF5 inh	HSF1 inhib
C=CCNc1ncnc2ccc(Br)cc12	18	13	3	-5	9	-4	9	0.9	-18	-13
Cc1cnc(C(=O)OCC(=O)N=c2sccn2Cc2ccccc2Cl)cn1	-2	19	22	-2	2	4	6	-0.6	-17	-1
COC(=O)c1ccccc1C(=O)c1cccc2ccccc12	9	30	-3	6	-1	2	5	-1.0	-18	1
COC(=O)CC1C(=O)NCCN1C(=O)Nc1ccc(Cl)c(Cl)c1 (stereo not drawn)	13	-2	-7	0	-8	1	1	0.0	-17	1
COc1ccccc1NC(=S)N(Cc1ccccc1)Cc1cccs1	2	36	1	-7	2	-2	13	0.5	-16	13
